A549 tox: Nrf2 qHTS screen for inhibitors: counterscreen for cytotoxicity. Potency, µM (top dose mostly 46 µM), for the others: at the top dose activity change, negative = cytotoxicity, most hits filed as inhibitors. A549 ARE-Fluc cells, CellTiter-Fluor viability, 18-24 h. AID 504648, 2011. 390,000 compounds, 0.16% hits; note: potency is the fitted concentration of half-maximal effect; % is set by controls: 0 for no effect and ±100 for the full control effect
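Cytotoxicity counterscreen: CellTiter-Fluor fluorescence was measured in A549 ARE_Fluc cells after 18-24 h of compound exposure in a concentration series. The subsequent BugLite luminescent read reports ARE-luciferase activity.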
S2 tox: Viability Counterscreen for Primary qHTS for Inhibitors of ATXN expression; S2 cells (HEK-293 line with an ATXN2-luciferase reporter) viability, CellTiter-Fluor protease fluorescence, 24 h; Potency, µM (titrated, usually from 56.7 µM), hits mostly cytotoxic; 400,000 compounds, 0.49% hits; AID 651635, 2014; note: potency is the fitted concentration of half-maximal effect; nearly all actives have a fitted effect of over 40% in size
Nrf2 inh: Nrf2 qHTS screen for inhibitors | 360,000 compounds, 2.1% hits | A549 ARE-Fluc reporter, luciferase luminescence, 18-24 h | AID 504444, 2011 | Potency, µM (series often up to 46 µM), without a hit: at the highest dose activity change, negative = inhibition, most hits filed as inhibitors; note: potency is the fitted concentration of half-maximal effect; % is set by controls: 0 for no effect and ±100 for the full control effect; nearly all actives have a fitted effect of over 60% in size
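Reporter: ARE-Fluc in A549. Exposure: 18-24 h, 37 °C, 5% CO2, 5% FBS OPTI-MEM. Readouts: fluorescent cytotoxicity (CellTiter-Fluor), then luminescent Nrf2 signal after BugLite.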
Mm-Cpn inhibitor: Inhibitors of TCP-1 ring complex (TRiC) of Methanococcus maripaludis (MmCpn): qHTS; AID 504842, 2011; Potency, µM (titrated, usually from 76.9 µM), inactives show at the top dose activity, negative = inhibition, actives largely listed as inhibitors; Chaperonin Mm-Cpn (Methanococcus maripaludis); 330,000 compounds, 0.031% hits; purified Mm-Cpn ATPase, ADP Transcreener TR-FRET; note: potency is the fitted concentration of half-maximal effect; % is set by controls: 0 for no effect and ±100 for the full control effect; nearly all actives have a fitted effect of over 80% in size
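Measured: ADP formation by purified Mm-CPN. Conditions: 25 nM protein, 10 uM ATP, Tris pH 7.4 with Mg2+, K+ and DTT, 37°C for 30 min. Detection: Transcreener HTRF after 30 min at room temperature.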
CCT modulator: High-Throughput Screening for Modulators of Cytosolic Chaperonin Activity; 360,000 compounds, 0.3% hits; purified chaperonin ATPase assay, HTRF ADP detection, 30 min; activity change, % (no concentration beside the values), hits read low; AID 651819, 2012; in the data active = activity change below about -30%; note: % is set by controls: 0 for no effect and ±100 for the full control effect
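ATPase activity: ADP formed was measured by HTRF Transcreener (665/615 nm ratio) after 30 min at 37 deg C with 10 uM ATP. Compounds screened at one 76 uM concentration against 40 or 20 nM TRiC in Tris pH 7.4/KCl/MgCl2/DTT buffer.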
TGFb SMAD3 inh: qHTS for Inhibitors of TGF-b; HepG2 CAGA-GFP TGF-b/SMAD3 reporter, GFP fluorescence, 18 h; TGF-beta stimulated, 500 pg/mL final; Potency, µM (top dose mostly 46.1 µM), for inactives: at the highest dose activity, negative = inhibition, usual class: inhibitors; 410,000 compounds, 1.2% hits; note: potency is the fitted concentration of half-maximal effect; % is set by controls: 0 for no effect and ±100 for the full control effect; nearly all actives have a fitted effect of over 65% in size
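HEPG2 CAGA-GFP reporter cells (1000/well, DMEM with 1% FBS) received compounds, then recombinant TGF-beta at 500 pg/mL final for 18 hours at 37 degrees C. Per-cell GFP summed per well was normalised to unstimulated and stimulated DMSO controls before curve fitting.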
pAkt inh: HTS Assay for Inhibitors of Akt Phophorylation: Primary Screen; 360,000 compounds, 0.32% hits; Neuro2A IGF-stimulated pAkt S473 HTRF, 20 min; active compounds read low; activity change, % for hits at 50 µM; in the data active = activity change below about -80%; inconclusive = mostly about -51% to -80%; note: % is set by controls: 0 for no effect and ±100 for the full control effect
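Neuro2A cells (4,500/well, DMEM with 0.5% FBS) were treated with compound at a single 50 µM final concentration, stimulated with 6 nM IGF for 20 min at 37 °C, and lysed. Phospho-Akt Ser473 was read by HTRF as 665/615 ratio ×10^4.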
Nrf2 ARE act: qHTS of Nrf2 Activators; Potency, µM (titrated, usually from 46.1 µM), without a hit: at the top dose activation, hits mostly activators; AREc32 ARE-luciferase reporter (MCF7-derived line), luminescence, 24 h; 410,000 compounds, 0.31% hits; note: potency is the fitted concentration of half-maximal effect; % of control where 0% means no effect; nearly all actives have a fitted effect of over 65% in size
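Nrf2 activation is followed as ARE-luciferase induction in the AREc32 line after one day of compound treatment; luminescence is read with Steady-Glo.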
HepG2 tox: qHTS for Inhibitors of TGF-b: Cytotox Counterscreen | 410,000 compounds, 0.76% hits | AID 588856, 2011 | Potency, µM (series often up to 46.1 µM), without a hit: at the highest dose activity change, negative = cytotoxicity, usual class: cytotoxic | HepG2 CAGA-GFP viability, ATP luminescence, 18 h; note: potency is the fitted concentration of half-maximal effect; some results filed as inactive show a strong effect at the top dose
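CellTiter-Glo luminescence gave cytotoxicity after 18 hours at 37 degrees C. The cells were HepG2 CAGA-GFP in 1% FBS DMEM, stimulated with 500 pg/mL TGF-beta after compound addition. %Activity was normalised to no-cell wells (complete cell-killing) and DMSO (no toxicity), and curves were fitted and classified.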
Numbers without * were called inactive; i = inactive; ? = inconclusive; / = no result given. Unless noted, calls come from the whole dose curve; as a rule, active = well fitted curve in the direction sought with a large enough effect; inconclusive = small, poorly fitted or top-dose-only effect, or another doubt; inactive = no such curve, though single readings can be large; an effect the other way counts as inactive or inconclusive. Rows are unselected, and some 4.4% of all compounds hit somewhere here.

Assay codes – A = A549 tox; B = S2 tox; C = Nrf2 inh; D = Mm-Cpn inhibitor; E = CCT modulator; F = TGFb SMAD3 inh; G = pAkt inh; H = Nrf2 ARE act; I = HepG2 tox
1. COc1ccc(-c2c(C)n([O-])c3c([n+]2=O)CCCC3)c(OC)c1
  A: -1% | B: i | C: -7% | D: 0% | E: -2.3 | F: -10% | G: / | H: -0.7% | I: 2%
2. COc1ccccc1C(=O)COC(=O)CNS(=O)(=O)c1ccc(C)c(C)c1
  A: -1% | B: ? | C: 4% | D: 0% | E: -0.5 | F: -1% | G: i | H: -1.0% | I: -2%
3. COC(=O)c1c(NC(=O)/C(C#N)=C/c2ccccc2)sc2c1C(C(=O)OC)CC2 (stereo unspecified)
  A: 1% | B: i | C: 3% | D: / | E: / | F: -5% | G: / | H: 3.0% | I: -43%
4. CN(C)/C(=C\C(=O)c1ccccc1)C(=O)c1ccccc1
  A: -5% | B: ? | C: -16% | D: / | E: -7.7 | F: -5% | G: i | H: -0.6% | I: 9%
5. CCCOC(=O)Nc1ccc(S(=O)(=O)Nn2cnnc2)cc1
  A: -11% | B: i | C: / | D: 0% | E: -1.8 | F: 3% | G: / | H: -0.8% | I: -2%
6. COc1ccc(NC(=O)c2cc(S(=O)(=O)Nc3ccc(OC)cc3)cs2)cc1
  A: 0% | B: i | C: ? | D: 2% | E: 2.2 | F: ? | G: i | H: 8.5% | I: -16%
7. Cc1cccc(C)c1OCC(O)CN1CCc2ccccc2C1 (stereo unspecified)
  A: -7% | B: i | C: -1% | D: / | E: 1.5 | F: -3% | G: i | H: 0.2% | I: -2%
8. O=C(Nc1cc(Cl)ccc1Cl)C1Cc2ccccc2O/C1=N\O (stereo unspecified)
  A: 3% | B: i | C: ? | D: 1% | E: 1.2 | F: -17% | G: i | H: 9.7% | I: -14%
9. COc1ccc(N(CC(=O)Nc2ccc3c(c2)OCO3)S(=O)(=O)c2ccccc2)cc1
  A: 0% | B: i | C: -1% | D: -1% | E: -0.2 | F: 6% | G: i | H: -0.2% | I: -9%
10. CCOC(=O)C1=CCN(S(=O)(=O)c2ccc(Cl)cc2)C1c1ccccc1 (stereo unspecified)
  A: / | B: i | C: / | D: / | E: 0.2 | F: -45% | G: i | H: 9.4% | I: -23%
11. O=C(O)c1cccc(-n2c(/C=C/c3ccccc3)nc3ccccc3c2=O)c1
  A: 0% | B: ? | C: -3% | D: 1% | E: 0.2 | F: -19% | G: i | H: 16% | I: 0%
12. COc1ccc(-c2csc(-c3ccc(O)cc3)n2)cc1
  A: -10% | B: i | C: -5% | D: -2% | E: -1.8 | F: ? | G: i | H: 3.7% | I: -29%
13. Cc1cccc(C(=O)NC2CC3CCCC(C2)N3C(=O)Nc2ccccc2)c1 (stereo unspecified)
  A: -12% | B: i | C: -17% | D: -1% | E: 2.1 | F: -7% | G: i | H: 2.8% | I: -17%
14. COc1ccc2nc(C)c3c(c2c1)OC(C)C3 (stereo unspecified)
  A: 1% | B: i | C: 20% | D: -2% | E: -1.2 | F: ? | G: / | H: 0.4% | I: 9%
15. Cc1ccc(-c2cc(-c3ccccc3C)[nH]n2)c(O)c1
  A: -2% | B: i | C: ? | D: 4% | E: -4.4 | F: ? | G: i | H: 27% | I: -50%
16. CCSc1nnc(CNC(=O)c2ccccc2F)n1-c1ccccc1OC
  A: 4% | B: ? | C: 14% | D: 0% | E: -1.0 | F: 0% | G: i | H: -0.5% | I: -1%
17. O=C(Nc1ccc(S(=O)(=O)C(F)F)cc1)c1ccc2c(=O)n3c(nc2c1)CCC3
  A: -10% | B: i | C: 15µM* | D: -12% | E: 2.0 | F: 0% | G: i | H: 2.0% | I: -32%
18. Cc1nc2c(-c3ccccc3)c(C)nn2c(C)c1CCC(=O)NCc1ccccc1
  A: -3% | B: i | C: ? | D: / | E: / | F: -22% | G: / | H: -1.4% | I: -15%
19. O=C(c1ccoc1)N1CCN(c2cc(-c3ccccc3)nc3cc(-c4ccc(Br)cc4)nn23)CC1
  A: / | B: i | C: / | D: / | E: -3.8 | F: -2% | G: i | H: 0.3% | I: -4%
20. COc1cccc(-c2nnc(NC(=O)c3ccc(Cl)s3)o2)c1
  A: -9% | B: / | C: -12% | D: 3% | E: -1.7 | F: ? | G: i | H: 2.8% | I: -30%
21. O=S1(=O)CC(c2ccccc2)=NN=C(c2ccccc2)C1
  A: / | B: i | C: / | D: / | E: 0.9 | F: -25% | G: i | H: 16% | I: -57%
22. COc1ccc(C(=O)O)cc1S(=O)(=O)Nc1ccccc1C(=O)NCc1ccc2c(c1)OCO2
  A: 2% | B: i | C: 6% | D: -3% | E: -0.3 | F: -10% | G: i | H: -0.4% | I: -1%
23. Cc1cccc(NC(=O)CS(=O)(=O)c2cccc3nsnc23)c1
  A: 10% | B: i | C: / | D: / | E: / | F: 5% | G: / | H: 3.1% | I: -18%
24. O=C(c1ccccc1)N1CCN(c2n[nH]c(=O)[nH]c2=O)CC1
  A: 7% | B: i | C: 15% | D: 1% | E: -2.3 | F: 1% | G: i | H: -0.4% | I: -53%

By substructure: the entries above containing a carbonyl joined to an NH by a bond outside any ring.
Assay codes – A = A549 tox; B = S2 tox; C = Nrf2 inh; D = Mm-Cpn inhibitor; E = CCT modulator; F = TGFb SMAD3 inh; G = pAkt inh; H = Nrf2 ARE act; I = HepG2 tox
3. COC(=O)c1c(NC(=O)/C(C#N)=C/c2ccccc2)sc2c1C(C(=O)OC)CC2 (stereo unspecified)
  A: 1% | B: i | C: 3% | D: / | E: / | F: -5% | G: / | H: 3.0% | I: -43%
5. CCCOC(=O)Nc1ccc(S(=O)(=O)Nn2cnnc2)cc1
  A: -11% | B: i | C: / | D: 0% | E: -1.8 | F: 3% | G: / | H: -0.8% | I: -2%
6. COc1ccc(NC(=O)c2cc(S(=O)(=O)Nc3ccc(OC)cc3)cs2)cc1
  A: 0% | B: i | C: ? | D: 2% | E: 2.2 | F: ? | G: i | H: 8.5% | I: -16%
8. O=C(Nc1cc(Cl)ccc1Cl)C1Cc2ccccc2O/C1=N\O (stereo unspecified)
  A: 3% | B: i | C: ? | D: 1% | E: 1.2 | F: -17% | G: i | H: 9.7% | I: -14%
9. COc1ccc(N(CC(=O)Nc2ccc3c(c2)OCO3)S(=O)(=O)c2ccccc2)cc1
  A: 0% | B: i | C: -1% | D: -1% | E: -0.2 | F: 6% | G: i | H: -0.2% | I: -9%
13. Cc1cccc(C(=O)NC2CC3CCCC(C2)N3C(=O)Nc2ccccc2)c1 (stereo unspecified)
  A: -12% | B: i | C: -17% | D: -1% | E: 2.1 | F: -7% | G: i | H: 2.8% | I: -17%
16. CCSc1nnc(CNC(=O)c2ccccc2F)n1-c1ccccc1OC
  A: 4% | B: ? | C: 14% | D: 0% | E: -1.0 | F: 0% | G: i | H: -0.5% | I: -1%
17. O=C(Nc1ccc(S(=O)(=O)C(F)F)cc1)c1ccc2c(=O)n3c(nc2c1)CCC3
  A: -10% | B: i | C: 15µM* | D: -12% | E: 2.0 | F: 0% | G: i | H: 2.0% | I: -32%
18. Cc1nc2c(-c3ccccc3)c(C)nn2c(C)c1CCC(=O)NCc1ccccc1
  A: -3% | B: i | C: ? | D: / | E: / | F: -22% | G: / | H: -1.4% | I: -15%
20. COc1cccc(-c2nnc(NC(=O)c3ccc(Cl)s3)o2)c1
  A: -9% | B: / | C: -12% | D: 3% | E: -1.7 | F: ? | G: i | H: 2.8% | I: -30%
22. COc1ccc(C(=O)O)cc1S(=O)(=O)Nc1ccccc1C(=O)NCc1ccc2c(c1)OCO2
  A: 2% | B: i | C: 6% | D: -3% | E: -0.3 | F: -10% | G: i | H: -0.4% | I: -1%
23. Cc1cccc(NC(=O)CS(=O)(=O)c2cccc3nsnc23)c1
  A: 10% | B: i | C: / | D: / | E: / | F: 5% | G: / | H: 3.1% | I: -18%
